FBW7 activator – activators of human E3 ligase FBW7; AlphaScreen FBW7–phospho-cyclin E peptide binding, activator screen; normalized activity (activation), % at 26.1 µM; hit rate 0.13% among 650,000; in the data active = normalized activity above about 1.9%;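 note: purified mutant Fbw7 with reduced substrate affinity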
TEAD-YAP inh – TEAD-YAP interaction inhibition. hit rate 1.4% among 640,000. inhibition, % at 9.12 µM. HEK-TIYL cells, TEAD-Gal4/YAP UAS-luciferase luminescence; in the data active = inhibition above about 32%;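 note: 0% = median of test compound wells and 100% = reference inhibitor wells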
GPR151 activ – human GPR151 activation; PathHunter beta-arrestin GPR151 cells, luminescence; activation, % at 11.2 µM; hit rate 1% among 650,000; AID 1508602; in the data active = activation above about 4.9%;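 note: 0% = median of compound wells and 100% = cells with positive control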
Target sequence (Q8TDV0 whole entry, looked up): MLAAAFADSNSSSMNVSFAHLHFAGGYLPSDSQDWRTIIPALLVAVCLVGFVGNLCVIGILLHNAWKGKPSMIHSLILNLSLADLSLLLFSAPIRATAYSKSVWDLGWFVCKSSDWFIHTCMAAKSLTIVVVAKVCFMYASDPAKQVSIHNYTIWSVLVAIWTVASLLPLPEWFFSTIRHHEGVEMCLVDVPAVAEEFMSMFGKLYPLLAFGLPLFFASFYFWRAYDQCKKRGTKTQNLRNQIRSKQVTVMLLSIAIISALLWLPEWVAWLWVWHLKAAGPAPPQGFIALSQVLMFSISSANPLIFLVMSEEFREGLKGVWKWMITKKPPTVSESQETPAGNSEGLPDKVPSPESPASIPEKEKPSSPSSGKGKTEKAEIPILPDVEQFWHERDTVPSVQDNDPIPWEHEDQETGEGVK
MITF primary – inhibitors of human MITF | O75030 | AlphaScreen MITF homodimerization, bead proximity signal | inhibition, % at 2.6 µM | hit rate 0.91% among 650,000; in the data active = inhibition above about 50%;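 note: 0% = vehicle wells with protein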
Target sequence (O75030 whole entry, looked up): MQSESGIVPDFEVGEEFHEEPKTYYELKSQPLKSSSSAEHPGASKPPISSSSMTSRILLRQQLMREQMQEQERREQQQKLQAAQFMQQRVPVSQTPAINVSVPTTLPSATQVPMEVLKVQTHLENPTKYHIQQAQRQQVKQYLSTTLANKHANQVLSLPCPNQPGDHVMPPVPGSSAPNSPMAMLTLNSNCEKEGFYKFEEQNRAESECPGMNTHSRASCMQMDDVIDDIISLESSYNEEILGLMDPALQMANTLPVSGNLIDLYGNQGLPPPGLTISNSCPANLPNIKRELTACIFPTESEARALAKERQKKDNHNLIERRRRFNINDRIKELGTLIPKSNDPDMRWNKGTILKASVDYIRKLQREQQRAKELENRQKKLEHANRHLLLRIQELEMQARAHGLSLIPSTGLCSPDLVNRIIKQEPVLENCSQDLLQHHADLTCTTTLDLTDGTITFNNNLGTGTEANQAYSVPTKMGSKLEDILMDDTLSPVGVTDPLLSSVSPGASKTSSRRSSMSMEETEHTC
An asterisk follows results filed as active. No enrichment for hits, and some 3.4% of all compounds hit somewhere here.

structure	FBW7 activator	TEAD-YAP inh	GPR151 activ	MITF primary
CC(NC(=O)Cn1c(CCCO)nc2ccccc21)C1CC2CCC1C2 (stereo not given)	0.1	-6	1.0	-13
O=C(NCC1CCCO1)c1cccc(NS(=O)(=O)c2ccc(Cl)cc2)c1 (stereo not given)	0.0	14	-0.7	4
CC(NC(=O)c1ccccc1NC(=O)c1ccccc1)C(=O)N1CCOCC1 (stereo not given)	0.0	-9	-0.5	-1
OCCC1CN(Cc2cccc3cccnc23)CCN1CC1CCCCC1 (stereo not given)	-0.1	3	-0.4	-10
CC(NC(=O)CSc1nccc(=O)[nH]1)C1CC2CCC1C2 (stereo not given)	-0.1	11	-0.1	6
c1ccc(Nc2nc(-c3ccc(N4CCOCC4)nc3)nc3c2ncn3-c2ccccc2)cc1	-0.1	-1	-0.4	5
OCC1(CCOc2ccccc2)CCN(Cc2nc3ccc(F)cc3[nH]2)CC1	-0.2	3	1.6	-5
Cc1ccc2nc(SCC(=O)Nc3ncc(C)s3)c(C#N)cc2c1	3.8*	-73	0.2	7
CSc1ccccc1NC(=O)CN(C)CC(=O)Nc1ccc(N2CCOCC2)cc1	-0.2	7	-1.4	20
CN1CCN(C(=O)c2ccccc2N(Cc2ccccc2)S(C)(=O)=O)CC1	-0.2	9	0.0	-10
C=CCOc1c(Br)cc(CNn2nnnc2N)cc1OCC	-0.1	2	1.8	-2
CC(=O)N1CCc2cc(Br)cc(S(=O)(=O)NCCCN3CCN(c4cccc(Cl)c4)CC3)c21	-0.1	-13	-1.1	-6
CCOc1ccc(/C(O)=C2\C(=O)C(=O)N(c3nnc(C)s3)C2c2ccc(C)cc2)cc1 (stereo not given)	-0.1	8	-1.2	-6
CCOC(=O)c1[nH]c(/C=N/NC(=O)c2ccncc2)c(C(=O)OCC)c1C	-0.3	60*	-0.1	-15
COc1ccccc1NC(=O)Cn1cnc2sc(C(=O)O)c(C)c2c1=O	0.1	-1	-0.7	-5
O=C(Nc1cccc(Cl)c1)c1cc(S(=O)(=O)NCCC2=CCCCC2)ccc1F	0.3	0	-1.0	-1
Cc1cc(C)c(S(=O)(=O)N2CCN=C2c2ccccc2)c(C)c1	0.2	-7	-1.8	20
CSc1ccc(/C=N/n2c(C)cc(C)c(C#N)c2=O)cc1	0.0	-3	1.1	-12
Cc1oc(-c2ccc(C(=O)O)cc2)nc1CN1CCCCC1	0.2	0	-1.9	4
Cc1cc(C(F)(F)F)nc(SCc2cccc(C(=O)O)c2)n1	0.0	-5	-1.4	-3

Complete entries, quoted from the list. Screens in order: FBW7 activator	TEAD-YAP inh	GPR151 activ	MITF primary
c1ccc(Nc2nc(-c3ccc(N4CCOCC4)nc3)nc3c2ncn3-c2ccccc2)cc1 is listed as -0.1	-1	-0.4	5
CC(=O)N1CCc2cc(Br)cc(S(=O)(=O)NCCCN3CCN(c4cccc(Cl)c4)CC3)c21 is listed as -0.1	-13	-1.1	-6
CSc1ccccc1NC(=O)CN(C)CC(=O)Nc1ccc(N2CCOCC2)cc1 is listed as -0.2	7	-1.4	20

(next part)
structure	FBW7 activator	TEAD-YAP inh	GPR151 activ	MITF primary
COC(=O)c1ccc(Cn2cc(/C=C\[N+](=O)[O-])c3ccccc32)o1	-0.1	-20	-0.2	13
COC(=O)c1cc(C(=O)OCc2cc(=O)oc3ccc4ccccc4c23)cc([N+](=O)[O-])c1	0.6	2	-1.0	-1
COc1cc(/C=C(/C#N)C(N)=O)cc(Br)c1O	0.0	4	1.3	3
CCOc1ccc(NCc2nc3ccccc3n2C)cc1	-0.2	30	-9.4	15
CN(C)C(=O)COc1ncnc2c(Cl)cc(Cl)cc12	-0.1	3	4.1	-3
Cc1ccc(Sc2c(C)nn(C(=O)c3ccccc3Cl)c2C)cc1	0.2	14	-0.1	5
Cc1ccc(N2CC(C(=O)N3CCC4(CC3)CC(=O)c3ccccc3O4)CC2=O)cc1 (stereo not given)	-0.1	-3	-0.2	6
O=C(Cn1ccc2ccccc21)N1CCC(Cn2cnc3ccccc32)CC1	-0.3	-8	-0.4	-1
O=C(Nc1ccc(-c2ccc([N+](=O)[O-])cc2)cc1)c1cc2ccccc2oc1=O	-0.1	-9	1.8	8
Cc1ccc(OC(=O)Cn2c3ccccc3c(=O)c3cc(C)ccc32)cc1	0.7	0	-1.5	1
CCOCC(=O)Nc1ccc(C(=O)OC)cc1	1.2	-4	-1.5	12
COc1cc(C(=O)N2CCN(c3nc4c(OC)ccc(Cl)c4s3)CC2)cc(OC)c1OC	0.0	-14	2.1	6
O=C(CSc1nnc2[nH]c(=O)ccn12)Nc1cccc2ccccc12	0.0	5	-1.4	5
CCOc1cc2c(c([N+](=O)[O-])c1)NC(c1ccc(Cl)cc1)C1CC=CC21 (stereo not given)	-0.2	8	0.9	13
Cc1sc(NC(=O)c2ccccc2C(=O)O)c(C(N)=O)c1C	-0.2	3	-1.2	1
COc1ccccc1C(=O)Nc1ccc2nc(SCC(=O)Nc3ccc(C)cc3C)sc2c1	-0.1	-11	0.1	10
CC(Nc1[nH]c(=O)n(C)c(=O)c1N=O)c1ccccc1 (stereo not given)	-0.4	5	0.0	8
COCCn1c(SCC(=O)Nc2ccc3c(c2)OCCO3)nc2c(c1=O)SC(C)C2 (stereo not given)	-0.1	-28	0.9	7
COc1cc(Nc2nc(NCCCN3CCCC3=O)c3[nH]cnc3n2)cc(OC)c1OC	0.0	-2	-0.2	0
NC(=O)c1c(NC(=O)Nc2cccc(Cl)c2)sc2c1CCCC2	0.1	-11	1.2	17

Fetched by compound from the entries so far, six records:
structure	FBW7 activator	TEAD-YAP inh	GPR151 activ	MITF primary
O=C(NCC1CCCO1)c1cccc(NS(=O)(=O)c2ccc(Cl)cc2)c1 (stereo not given)	0.0	14	-0.7	4
CSc1ccccc1NC(=O)CN(C)CC(=O)Nc1ccc(N2CCOCC2)cc1	-0.2	7	-1.4	20
COC(=O)c1ccc(Cn2cc(/C=C\[N+](=O)[O-])c3ccccc32)o1	-0.1	-20	-0.2	13
c1ccc(Nc2nc(-c3ccc(N4CCOCC4)nc3)nc3c2ncn3-c2ccccc2)cc1	-0.1	-1	-0.4	5
O=C(Nc1ccc(-c2ccc([N+](=O)[O-])cc2)cc1)c1cc2ccccc2oc1=O	-0.1	-9	1.8	8
Cc1cc(C(F)(F)F)nc(SCc2cccc(C(=O)O)c2)n1	0.0	-5	-1.4	-3

The main list resumes; the 2 compounds before the break are reprinted first.
structure	FBW7 activator	TEAD-YAP inh	GPR151 activ	MITF primary
COc1cc(Nc2nc(NCCCN3CCCC3=O)c3[nH]cnc3n2)cc(OC)c1OC	0.0	-2	-0.2	0
NC(=O)c1c(NC(=O)Nc2cccc(Cl)c2)sc2c1CCCC2	0.1	-11	1.2	17
O=C1Nc2c(c(=O)[nH]c(=O)n2-c2ccccc2)C(C(F)(F)F)(C(F)(F)F)N1	-0.1	5	0.5	0
O=C(NCCN1CCOCC1)c1nn(-c2ccc(F)cc2)cc1OCc1ccccc1	-0.1	-3	1.6	-3
COCCNC(=O)CSc1ccc(-c2nc3cc(C)c(C)cc3[nH]2)cn1	-0.1	-48	0.3	22
CN(C)c1cccc(Nc2ccc(N3CCC(C(=O)NCc4ccccc4)CC3)nn2)c1	-0.1	-8	-1.0	9
O=C1OC(c2ccc3c(c2)OCO3)=N/C1=C\C=C\c1ccccc1[N+](=O)[O-]	0.5	1	0.7	14
COc1cc(Nc2ccc(N3CCC(C(=O)NCCc4ccc(O)cc4)CC3)nn2)cc(OC)c1OC	0.2	1	0.5	7
O=C(Cc1ccc(Cl)cc1)NCC(=O)N1CCCC1	-0.2	2	-1.2	-3
CCCN1CCc2c(sc(NC(C)=O)c2C(=O)OCC)C1	0.1	-2	-1.6	-4
O=C(CCC1(Cc2ccc(Cl)cc2)CCC(=O)N1)NCCCc1cccnc1 (stereo not given)	-0.1	5	1.3	3
O=S(=O)(c1ccc(Br)cc1)N1CCCC1	1.5	-2	-1.0	21
Cc1c(C(=O)N2CCN(c3ccccn3)CC2)sc2ncnc(N3CCN(c4ccccc4)CC3)c12	1.1	-21	-0.9	14
CCc1nc2sc3c(NCCCO)ncnc3c2c2c1CCCC2	-0.2	-2	1.1	-4
COC(=O)c1ccc(C2OCCCO2)cc1	0.5	-23	-0.7	-4
COc1cc(C(=O)Nc2cc(C)c(OCC(=O)N3CCOCC3)c(C)c2)cc(OC)c1OC	-0.2	-11	0.1	-14
CC(=O)Nc1ccc(S(=O)(=O)N(C2CC2)C2CCN(CCc3ccccc3)CC2)cc1	0.4	-3	-0.9	14
Cc1c(NC(=S)N/N=C/c2cccc(O)c2)c(=O)n(-c2ccccc2)n1C	-0.1	-7	0.1	-11
CC(=O)c1ccc(NC(=O)C(C)OC(=O)c2ccccc2[N+](=O)[O-])cc1 (stereo not given)	0.0	-7	1.1	-5
CCN(CC)C(=O)CSc1nc2cc(C)c(C)cc2cc1C#N	0.0	3	2.9	1
COc1ccc(/C=C/C(=O)NC(=S)N2CCCCC2)cc1OC	0.2	-18	1.2	-1
CN1/C(=C\C(=O)CSc2cccc[n+]2[O-])C(C)(C)c2ccccc21	-0.1	-12	-0.6	-8
CC(C)(C)S(=O)(=O)Nc1nccnc1-c1ccc(Oc2ccccc2)cc1	-0.1	-7	3.1	-19
Cc1nn(Cc2ccc(C(=O)Nc3ccc(C(=O)O)cc3)o2)c(C)c1Cl	-0.1	-7	-0.1	10
COc1cc(CN2CCNC(=O)C2CC(=O)N2CCSCC2)cc(OC)c1 (stereo not given)	0.1	5	0.2	-3
CCCOc1ccc(/C(O)=C2\C(=O)C(=O)N(CCN(CC)CC)C2c2ccccc2F)cc1C (stereo not given)	0.2	-14	-0.5	-5
COc1ccc([N+](=O)[O-])cc1NC(=O)CSc1nnc(Nc2ccc(C)cc2)s1	-0.1	-29	0.2	3
Cc1cccc(NC(=O)c2ccc(N3CCCCC3)c([N+](=O)[O-])c2)c1	0.4	-58	-1.4	20
CCOC(=O)c1ccc(NC(=O)Nc2ncccc2C)cc1	-0.1	-17	-1.0	0
O=C(CC1C(=O)NCCN1Cc1ccc(-c2ccccc2)cc1)NCCCc1cccnc1 (stereo not given)	0.0	7	-0.1	8
Cn1c(SCC(=O)Nc2nccs2)nnc1C12CC3CC(CC(C3)C1)C2	0.0	-30	0.4	-4
N#Cc1c(Cl)c2c(c3c1CCCC3)CCCC2	-0.1	-8	0.3	-7
Cc1onc(-c2ccccc2Cl)c1C(=O)NCCC12CC3CC(CC(C3)C1)C2	-0.2	-5	0.2	-11
O=C(c1cnc2ccccn12)N1CCN(c2cccc(C(F)(F)F)c2)CC1	-0.1	0	0.8	16
CCCCNC(=O)c1sc(=S)n(-c2ccccc2OC)c1N	0.0	-9	0.5	16
O=C(Cn1cncn1)N1CCC(Oc2cccc(CN3CCOCC3)c2)CC1	-0.1	-8	-0.8	13
O=C(Nc1cccc(C(F)(F)F)c1)/C(=C\c1ccco1)NC(=O)c1ccsc1	0.7	5	-1.8	16
CCc1ccc(NC2=C(Cl)C(=O)N(c3ccccc3OC)C2=O)cc1	-0.2	21	2.7	25
CC1CCCC(NC(=O)C2N(Cc3ccccc3Cl)C(=O)C3C(C(=O)Nc4ccc(F)c(Cl)c4)C4C=CC32O4)C1C (stereo not given)	0.3	1	1.3	3
COc1ccc(OC)c(C2SCCN2C(=O)c2cc3cc(Br)ccc3oc2=O)c1 (stereo not given)	-0.2	-6	-0.8	-11
CCCCC(C(=O)Nc1ccc(C(=O)OC)cc1)N1C(=O)C2C3c4ccccc4C(c4ccccc43)C2C1=O (stereo not given)	0.6	9	3.2	8
COc1ccc(/C=C(/C#N)C(=O)NCCc2c[nH]c3ccccc23)cc1	-0.3	8	1.4	2
Cc1c(C(=O)O)sc2ncn(CC(=O)N3CCCC(C)C3)c(=O)c12 (stereo not given)	0.0	0	-0.8	5
Fc1ccc(-c2csc(N3CCN(C(=S)NCc4ccco4)CC3)n2)cc1	-0.2	6	0.7	-1
COc1cc(CN2CCN(CC(C)C)C(CCO)C2)cc2c1OCO2 (stereo not given)	0.0	-1	0.4	0
N#Cc1cccc(CN2CCC(c3nc4ccccc4[nH]3)CC2)c1	-0.2	-4	1.1	-1
O=C1OC(C(=O)Nc2ccc(Br)cc2)Cc2ccccc21 (stereo not given)	0.0	-48	1.9	12
